# Compound activity from PubChem BioAssay.
# TLR9-MyD88 block – blocks human TLR9 binding to MyD88; CHO BLA complementation TLR9-MyD88, CCF4 FRET ratio; 340,000 tested, 0.21% active; AID 504734; inhibition, % at 4.98 µM;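 active = inhibition above the mean over all tested compounds plus 3 SD, cut at about 21% in these data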;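 note: 0% = DMSO only wells and 100% = clavulanate BLA inhibitor control wells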
# NOD2 RIPK2 PPI – inhibitors of human NOD2-RIPK2 interaction. CHO BLA complementation NOD2-RIPK2, CCF4 ratio. inhibition, % at 4.98 µM. 360,000 tested, 0.38% active; in the data active = inhibition above about 21%;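 note: 0% = vehicle only and 100% = reference blocker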
# Target sequence (O43353 whole entry, looked up): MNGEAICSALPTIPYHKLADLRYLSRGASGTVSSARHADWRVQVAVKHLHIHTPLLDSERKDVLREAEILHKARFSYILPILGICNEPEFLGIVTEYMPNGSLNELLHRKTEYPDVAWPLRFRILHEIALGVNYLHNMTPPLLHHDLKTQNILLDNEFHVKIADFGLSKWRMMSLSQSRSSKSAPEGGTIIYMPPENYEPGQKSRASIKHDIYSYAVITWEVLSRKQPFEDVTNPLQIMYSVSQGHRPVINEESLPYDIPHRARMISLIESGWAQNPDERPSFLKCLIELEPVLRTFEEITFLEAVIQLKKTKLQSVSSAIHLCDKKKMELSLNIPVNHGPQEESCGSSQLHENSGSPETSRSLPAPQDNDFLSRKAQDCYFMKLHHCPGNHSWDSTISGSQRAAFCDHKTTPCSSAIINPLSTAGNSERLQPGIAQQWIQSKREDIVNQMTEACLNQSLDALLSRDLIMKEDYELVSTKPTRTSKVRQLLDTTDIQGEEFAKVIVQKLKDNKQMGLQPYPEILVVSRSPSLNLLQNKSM
# NR2F2 inh – NR2F2 (human) inhibition, primary screen; P24468; HEK293T NGFI-A luciferase reporter, luminescence; inhibition, % at 8.6 µM; 370,000 tested, 0.7% active;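 active = inhibition above a per-plate cutoff, mean inhibition of test wells between control levels plus 3 SD, cut at about 38% in these data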;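 note: cells cotransfected with COUP-TFII expression vector driving the NGFI-A reporter; 0% = median of COUP-TF2 test wells and 100% = reporter-only cells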
# EBV LMP1 NFkB – inhibitors of Epstein-Barr LMP1-induced NF-kappaB reporter; LMP1-induced NF-kappaB luciferase reporter cells, luminescence; inhibition, % at 12.5 µM; 350,000 tested, 0.69% active; AID 504558; in the data active = inhibition above about 41%;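 note: 0% = neutral control wells and 100% = reference inhibitor control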
# NCOA1 inh – inhibitors of human steroid receptor coactivator 1 (SRC1); Q15788; HEK293 GAL4-SRC1 luciferase reporter, luminescence; 360,000 tested, 0.12% active; inhibition, % at 3.6 µM;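 active = inhibition above the campaign mean plus 3 SD, with each screening campaign given its own cutoff, cut at about 60% in these data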;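 note: 0% = DMSO treated cells and 100% = gossypol at 36 µM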
# TROY NFkB inh – TROY signaling inhibition. Q293 LMP1-TROYcd NF-kB luciferase reporter, 4 h. inhibition, % at 10 µM. 360,000 tested, 0.98% active;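 active = compounds whose plate-normalised and pattern-corrected inhibition of the luciferase reporter signal at the single screening dose is 50% or more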
# C8 TRAIL sens – caspase-8 TRAIL sensitization | NB7+C8 cells + TRAIL, ATPlite viability luminescence | inhibition (viability loss, TRAIL sensitization), % at 10 µM | 360,000 tested, 1% active;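 active = compounds causing at least 50% loss of cell viability in the single-dose screen, relative to plate controls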
# NR5A2 inv ag – inverse agonists of human LRH-1 (NR5A2) | O00482 | HEK293T StAR-luciferase reporter, LRH-1 transfected, 24 h | inhibition, % at 3.6 µM | 360,000 tested, 0.13% active | AID 602396;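 active = inhibition above the mean inhibition of all tested compounds plus 3 SD, cut at about 73% in these data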;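 note: 0% = DMSO wells and 100% = reporter-only cells lacking LRH-1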
# Target sequence (O00482 whole entry, looked up): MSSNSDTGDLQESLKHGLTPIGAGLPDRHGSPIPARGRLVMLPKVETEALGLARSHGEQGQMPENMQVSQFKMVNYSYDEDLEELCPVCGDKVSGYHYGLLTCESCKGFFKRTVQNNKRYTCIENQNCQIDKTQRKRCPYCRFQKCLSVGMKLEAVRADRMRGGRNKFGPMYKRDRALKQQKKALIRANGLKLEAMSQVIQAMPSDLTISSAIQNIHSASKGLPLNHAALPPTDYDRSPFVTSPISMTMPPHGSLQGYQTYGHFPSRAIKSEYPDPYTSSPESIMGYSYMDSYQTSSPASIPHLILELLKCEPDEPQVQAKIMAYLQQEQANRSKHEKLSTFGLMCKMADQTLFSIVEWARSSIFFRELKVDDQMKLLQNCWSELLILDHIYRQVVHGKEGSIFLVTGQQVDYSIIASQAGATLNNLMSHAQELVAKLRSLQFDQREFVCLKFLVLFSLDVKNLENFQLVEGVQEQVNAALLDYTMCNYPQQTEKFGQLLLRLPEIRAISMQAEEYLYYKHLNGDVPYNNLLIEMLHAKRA
# TWEAK-Fn14 inh – inhibitors of TWEAK-Fn14 interaction signaling; TWEAK-stimulated Fn14 reporter cells, luciferase luminescence, 8 h; inhibition, % at 10 µM; 360,000 tested, 2% active; AID 1159606; in the data active = inhibition above about 50%
# SRC2 inh – inhibits human steroid receptor coactivator 2; inhibition, % at 9 µM; AID 651957; HEK293 GAL4-SRC2 luciferase reporter, luminescence; 370,000 tested, 0.17% active;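 active = inhibition above the mean inhibition of all tested compounds plus 3 SD, set per campaign, cut at about 52% in these data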;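 note: 0% = DMSO treated cells and 100% = cells given Gossypol at 36 µM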
# NCOA3 inh – inhibitors of human steroid receptor coactivator 3 (SRC3). AID 588352. 360,000 tested, 0.17% active. HEK293 GAL4-SRC3 luciferase reporter, luminescence. inhibition, % at 3.6 µM;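 active = inhibition above a per-campaign cutoff, the mean of all compounds plus 3 SD, cut at about 60% in these data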;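 note: 0% = DMSO-treated cells and 100% = gossypol-treated cells at 36 µM; higher means less SRC3-driven luciferase light from the GAL4 reporter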
# Active calls of the source: *; . = no result given. Not all compounds are listed; the hit share may differ from the screen's.
mol,TLR9-MyD88 block,NOD2 RIPK2 PPI,NR2F2 inh,EBV LMP1 NFkB,NCOA1 inh,TROY NFkB inh,C8 TRAIL sens,NR5A2 inv ag,TWEAK-Fn14 inh,SRC2 inh,NCOA3 inh
Cc1oc(-c2ccc(Cl)cc2)nc1CN1CCCC(C(=O)NCc2cccnc2)C1 (stereo not drawn),-7.0,-7.5,52.2*,1.8,8.4,29.1,16.2,27.7,21.6,4.1,15.7
Cc1cc(NC(=O)Cn2nc(C(=O)O)c3ccccc3c2=O)ccc1Br,-0.6,-7.7,-3.8,2.6,-8.1,-6.2,2.7,4.9,-7.9,-3.5,-0.1
Cc1ccc(-c2nnc(SC(C)C#N)n2N)cc1 (stereo not drawn),-3.6,-3.3,-18.1,-0.3,-28.6,5.9,-8.6,1.8,6.3,1.4,-1.8
O=C(c1ncc[nH]1)c1ccccc1C(=O)N1CCOCC1,-0.2,-21.4,-3.9,-7.6,4.8,14.9,-14.6,-0.7,1.4,25.6,11.8
CC1(C)Cc2ccccc2-c2n[nH]c(=S)n21,-11.7,7.7,8.2,-2.0,7.5,12.6,9.1,-4.5,-19.8,-22.4,-6.4
O=C(CSC1=NS(=O)(=O)c2cc(F)ccc2N1)Nc1ccccc1F,-3.2,-18.6,-9.1,-0.8,-24.4,-22.4,16.4,-12.8,8.2,-23.2,-6.4
O=C(CSc1nc(-c2cccs2)cc(C(F)(F)F)n1)Nc1cc(OCC(F)(F)F)cc([N+](=O)[O-])c1,-1.9,-8.6,-1.4,13.6,-15.1,44.3,6.0,-9.3,40.0,-9.9,7.5
C[C@H]1COc2cc(N3CCSCC3)ccc2S(=O)(=O)N1,.,9.9,-2.0,.,.,-6.0,-6.1,7.2,-13.1,10.2,.
CCc1ccc(Oc2cc(C)nc(N)n2)cc1,0.9,-8.8,-65.0,-24.3,-111.0,-44.8,-4.1,-119.9,-0.8,-53.0,-87.4
O=C1CCC([N+](=O)[O-])C(c2ccc(-c3ccccc3)cc2)N1 (stereo not drawn),7.6,-7.8,-2.8,2.1,-8.3,6.2,-2.6,1.6,1.9,-12.8,7.6
O=C(Cc1c(O)c2ccccc2[nH]c1=O)NCc1ccc(F)cc1,-3.2,-1.9,15.5,-2.2,6.8,22.9,1.9,-7.5,18.8,-2.5,-6.1
O=c1c(=O)n(CCO)n(CCO)c(=O)n1CCO,4.7,-0.5,9.9,-5.2,-0.2,3.3,-3.0,-2.9,-23.1,2.2,7.3
O=Cc1ccc(-c2ccc([N+](=O)[O-])cc2Cl)o1,2.9,-17.6,4.3,3.4,-11.3,-2.0,-7.6,-4.4,4.4,13.5,-20.5
CC(=O)c1ccc(N2C(=O)CC(N3CCN(S(=O)(=O)c4cc(C)ccc4C)CC3)C2=O)cc1 (stereo not drawn),-0.7,12.3,2.1,4.7,0.1,4.2,-9.7,-9.5,20.4,-28.3,-3.2
COCc1c(C(=O)OCC(=O)N2c3ccccc3NC(=O)C2(C)C)oc2ccccc12,-1.1,3.1,1.6,2.5,17.7,4.8,31.6,9.4,5.0,18.9,-5.5
Cc1ccc(C)c(C(=O)COC(=O)c2cccc(N3C(=O)c4c(C)nc5ccccc5c4C3=O)c2)c1,3.0,-0.7,-3.8,15.9,-78.7,20.2,56.7*,-80.8,33.8,-47.2,-76.8
N#CC1=C(Nc2ccccc2Cl)SC2(CCCC2)NC1=O,.,4.9,.,.,9.6,-22.6,-0.3,17.9,-6.9,.,-4.6
Cc1ccc(/C=C2\SC(=S)N(CCCC(=O)NC3CCCC3)C2=O)cc1,-9.5,-5.4,42.1*,55.4*,58.7,-13.2,-12.8,34.0,44.5,88.7*,57.0
Cc1nn(Cc2ccccc2)c(Cl)c1C(=O)NCCc1ccc(Cl)cc1,-4.8,5.4,-2.3,-2.6,-12.1,-10.5,-1.1,-17.2,0.4,-11.8,0.8
O=C(NNC(=O)c1cc2cc(Br)ccc2oc1=O)c1ccc(O)cc1O,-1.3,-11.5,-4.1,-5.2,1.6,-13.0,12.7,-15.1,-23.1,-19.5,-9.2
COc1ccc(S(=O)(=O)N2CCC(C(=O)NCCC3=CCCCC3)CC2)cc1OC,-4.9,-4.3,1.5,-3.7,-0.2,-12.4,-1.7,24.5,20.6,5.2,-29.4
COc1cccc(N2CCN(C(=O)CCc3nnc4ccc(N5CCOCC5)nn34)CC2)c1,-11.1,12.6,13.0,-4.7,-8.1,-8.6,-11.9,4.2,4.1,-40.6,20.7
CCCOc1ccc(Cl)cc1Nc1nc(NCCO)nc(N2CCCC2)n1,5.2,-9.9,-5.3,-1.0,18.3,-18.9,1.6,10.3,-12.9,13.1,-12.0
Cc1cc(NC(=O)CSCC(=O)Nc2ccccc2N2CCCCC2)no1,2.5,-4.2,-4.6,6.4,2.2,15.9,26.2,-11.7,-11.3,-21.5,-17.4
CC(Oc1cccc2c1OC(C)(C)C2)C(=O)O (stereo not drawn),-10.8,-3.0,-10.4,-13.1,-7.7,-9.6,-17.7,9.3,5.8,0.6,3.2

# Three structures from above, arranged by molar mass, rising:
mol,TLR9-MyD88 block,NOD2 RIPK2 PPI,NR2F2 inh,EBV LMP1 NFkB,NCOA1 inh,TROY NFkB inh,C8 TRAIL sens,NR5A2 inv ag,TWEAK-Fn14 inh,SRC2 inh,NCOA3 inh
O=Cc1ccc(-c2ccc([N+](=O)[O-])cc2Cl)o1,2.9,-17.6,4.3,3.4,-11.3,-2.0,-7.6,-4.4,4.4,13.5,-20.5
Cc1ccc(/C=C2\SC(=S)N(CCCC(=O)NC3CCCC3)C2=O)cc1,-9.5,-5.4,42.1*,55.4*,58.7,-13.2,-12.8,34.0,44.5,88.7*,57.0
Cc1ccc(C)c(C(=O)COC(=O)c2cccc(N3C(=O)c4c(C)nc5ccccc5c4C3=O)c2)c1,3.0,-0.7,-3.8,15.9,-78.7,20.2,56.7*,-80.8,33.8,-47.2,-76.8

# Remaining list, next part
mol,TLR9-MyD88 block,NOD2 RIPK2 PPI,NR2F2 inh,EBV LMP1 NFkB,NCOA1 inh,TROY NFkB inh,C8 TRAIL sens,NR5A2 inv ag,TWEAK-Fn14 inh,SRC2 inh,NCOA3 inh
O=C1CCCc2c1[nH]c1ccc(Cl)cc21,4.2,2.3,1.1,11.8,12.9,14.1,23.7,-1.7,5.6,4.5,-20.6
CCOC(=O)N1CCC(NC(=O)c2cc3c(-c4ccc(OC)c(OC)c4)nn(C)c3s2)CC1,0.3,-3.0,5.8,11.3,-18.3,7.3,16.8,-9.7,45.9,21.6,2.9
C[C@H]1CN([C@@H](C)CO)C(=O)Cc2cc(NC(=O)Cc3ccccc3)ccc2O[C@H]1CN(C)S(=O)(=O)c1cccs1,2.7,-4.3,-11.0,1.5,-21.9,0.7,2.0,16.0,-8.9,-20.8,-3.3
CC(OC(=O)c1cc2sccc2n1C)C(=O)NCc1ccco1 (stereo not drawn),-1.5,-15.3,-9.2,-1.3,-26.6,-27.8,-7.1,-15.4,-2.0,2.3,-31.8
CCOC(=O)CSc1nnc(-c2cccc(Br)c2)o1,-1.7,-1.1,3.6,1.0,-10.6,-12.4,-36.0,-6.3,-8.8,22.7,-17.2
C=C(C)c1cccc(C(C)(C)NC(=O)NCC2CCCO2)c1 (stereo not drawn),-4.8,2.3,7.0,11.1,-1.6,-18.4,-3.2,-6.3,-1.8,12.7,0.1
CCc1nnc(NC(=O)CSc2nccn2-c2cc(C)cc(C)c2)s1,1.1,5.0,-6.0,7.1,12.6,3.4,19.6,9.5,3.7,11.2,15.7
COc1ccc(CCNc2oc(COc3ccccc3)nc2C#N)cc1,0.4,-7.2,9.6,-1.9,8.9,-21.8,-11.0,-1.9,1.4,12.8,-2.0
Cc1ccc(-n2nc(C)cc2NC(=O)c2ccc(C)s2)cc1,-4.9,2.4,-4.3,-9.5,-0.4,9.5,-3.8,1.9,0.1,2.9,1.5
COC(=O)/C=c1/s/c(=C(\C#N)C(=O)NCc2ccco2)n(-c2ccc(C)cc2)c1=O,2.5,0.0,-6.2,0.2,-8.2,12.1,3.3,-10.1,25.1,-4.6,-5.5
Cc1cccc(Cc2nnc(CCC(=O)N(CC3CC3)CC3CCCO3)o2)c1 (stereo not drawn),4.9,-8.2,-28.7,-19.0,-56.0,-32.1,2.4,-67.7,-21.0,-74.2,-47.4
CCN(C[C@H]1N[C@@](CC)(C(=O)OC)[C@H]2C(=O)N(Cc3ccccc3)C(=O)[C@@H]12)C(=O)NC(C)C,-7.0,-0.3,1.3,1.5,-7.7,0.8,-18.7,16.9,-2.8,-28.7,2.0
O=C1C2CCCN2C(c2ccccc2)N1c1nccs1 (stereo not drawn),5.8,-2.1,12.4,-2.4,13.3,3.5,14.8,0.2,4.2,-13.7,3.1
CC1CCCC(CC(=O)O)(CC(=O)O)C1 (stereo not drawn),-9.2,-6.0,13.7,2.1,1.8,3.0,-5.2,13.4,3.9,10.5,-0.1
O=C(CSc1ccc2nnc(-c3cccnc3)n2n1)Nc1ccccc1C(F)(F)F,-11.0,-3.5,-8.7,-0.8,-1.0,-6.2,-8.2,-20.1,8.7,2.1,5.4
O=C(CNC(=O)c1ccco1)NCC(=O)OC(C(=O)c1ccccc1)c1ccc(Cl)cc1 (stereo not drawn),-2.3,-6.3,12.9,-9.1,9.5,5.4,-10.2,-3.5,-8.8,-12.4,-21.1
CC1CC(=O)Nc2ccc([N+](=O)[O-])cc2N1C (stereo not drawn),-2.7,-11.5,-1.7,-7.5,-3.1,13.4,0.3,5.7,0.7,15.9,10.0
O=C(COc1ccc2c(c1)OCO2)NC12CC3CC(CC(C3)C1)C2,-0.1,1.8,-4.2,-12.9,-30.7,-36.2,7.0,-13.2,-14.8,-44.6,-5.7
CC(c1ccc(Br)cc1)N1CC23C=CC(O2)C(C(=O)O)C3C1=O (stereo not drawn),-18.4,-2.7,-3.2,4.0,3.8,16.8,-1.0,-27.4,11.3,3.4,7.8
CN(C)/N=C1\CCS(=O)(=O)c2sccc21,1.5,-3.3,9.7,1.7,6.7,-11.1,-2.3,5.9,24.8,0.8,-5.6
CCCS(=O)(=O)Nc1c(OC)ccc2c1c(C(=O)OCC)c(C)n2C,-19.9,-17.2,5.1,-4.5,-10.5,-17.9,-14.2,6.3,11.2,5.4,15.2
CCc1ccc(OCC(=O)NC(=S)Nc2cccc(CO)c2)c(Br)c1,8.4,-3.2,-33.7,3.7,-157.4,-37.5,0.9,-160.5,-28.3,-34.2,-75.1
C=C(C(=O)c1ccccc1)C(NC(C)(C)C)c1ccccc1 (stereo not drawn),-8.8,4.5,79.8*,90.7*,56.3,18.8,-30.1,73.5*,96.4*,60.4*,57.1
CC(NC(=O)C(Cc1ccccc1)NC(=O)c1ccccc1)C(=O)O (stereo not drawn),1.6,-9.4,4.8,7.3,8.7,-3.2,-6.1,1.7,4.0,11.8,-5.7
O=C1CCC/C(=N\NC(=O)c2ccc(COc3cccc4cccnc34)cc2)C1,-1.9,13.6,14.4,3.3,-10.8,15.1,-15.6,-3.1,-11.1,-0.9,11.3
O=C(Nc1ccccc1N1CCCCC1)C1CCN(C(=O)c2ccc(Cl)cc2)CC1,-2.9,-3.5,15.1,10.4,1.4,3.6,0.4,-0.7,10.1,1.2,20.7
CCc1[nH]nc2c1C(c1cccc(OC(=O)N3CCOCC3)c1)C(C#N)=C(N)O2 (stereo not drawn),8.4,3.6,6.6,4.2,-7.8,20.7,18.7,3.3,-1.2,-6.9,-1.6
